# hIAP inh: blocks human intestinal alkaline phosphatase. P09923. purified IAP, CDP-Star luminescence, 30 min. inhibition, % at 10 µM. 330,000 compounds, 0.12% hits. AID 2544;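 active means inhibition reaching a set limit with compound at 10 µM in the primary screen, cut at about 35% in these data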;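 further: plate controls were DMSO wells with enzyme for no effect and no-enzyme buffer wells for full effect; values of inactives mirror those of a sister screen read the other way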
# Target sequence (P09923 whole entry, looked up): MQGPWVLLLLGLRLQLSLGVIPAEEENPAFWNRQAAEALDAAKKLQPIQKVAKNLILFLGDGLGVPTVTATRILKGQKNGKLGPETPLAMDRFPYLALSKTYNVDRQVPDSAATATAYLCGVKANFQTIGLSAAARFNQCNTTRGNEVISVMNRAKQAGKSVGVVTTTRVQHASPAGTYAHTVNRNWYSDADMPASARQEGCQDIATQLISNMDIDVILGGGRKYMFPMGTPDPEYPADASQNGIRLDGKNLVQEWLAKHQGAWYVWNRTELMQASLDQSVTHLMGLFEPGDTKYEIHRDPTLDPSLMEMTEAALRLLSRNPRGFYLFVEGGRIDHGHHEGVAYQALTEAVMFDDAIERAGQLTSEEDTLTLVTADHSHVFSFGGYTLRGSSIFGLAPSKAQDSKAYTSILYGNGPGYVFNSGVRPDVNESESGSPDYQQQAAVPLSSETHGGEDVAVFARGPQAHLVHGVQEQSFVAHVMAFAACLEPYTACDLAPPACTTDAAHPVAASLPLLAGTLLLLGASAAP
# APOBEC3G inh: APOBEC3G (human) deaminase inhibition; Q9HC16; recombinant A3G, ssDNA deamination FAM/TAMRA fluorescence; inhibition, % at 20 µM; 330,000 compounds, 0.28% hits;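 active means inhibition of at least 40% at 20 µM, with no more than 30% in the related APOBEC3A deaminase screen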;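 further: plate controls were DMSO wells with A3G for no effect and wells lacking A3G enzyme for full effect; some compounds called inactive have numbers as strong as hits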
# Target sequence (Q9HC16 whole entry, looked up): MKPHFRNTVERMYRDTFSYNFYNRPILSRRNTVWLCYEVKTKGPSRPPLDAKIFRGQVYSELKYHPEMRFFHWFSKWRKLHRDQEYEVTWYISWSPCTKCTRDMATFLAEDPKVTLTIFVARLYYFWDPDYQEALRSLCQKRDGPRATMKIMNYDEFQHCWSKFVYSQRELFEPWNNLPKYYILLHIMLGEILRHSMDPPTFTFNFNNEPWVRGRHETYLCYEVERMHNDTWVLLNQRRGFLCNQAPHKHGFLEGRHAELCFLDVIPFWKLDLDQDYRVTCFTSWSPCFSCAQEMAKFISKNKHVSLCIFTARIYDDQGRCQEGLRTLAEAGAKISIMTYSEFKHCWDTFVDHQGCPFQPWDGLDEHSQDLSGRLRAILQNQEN
# mIAP activ: mouse IAP activation; activation factor at 10 µM; muIAP, CDP-Star luminescence, 30 min; stronger effect = higher value; 1 = vehicle-only enzyme signal, 0 = enzyme-free wells; 330,000 compounds, 0.24% hits;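 active means activation factor of at least 2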; further: the source names both 10 and 20 µM as test concentration; values of inactives mirror those of a sister screen read the other way
#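 Assay system: mouse IAP enzyme; Reagent: CDP-Star chemiluminescent phosphatase substrate; Compound: DMSO-dissolved test compounds; Incubation: 30 min, room temperature; Technique: luminescence from enzymatic CDP-Star hydrolysis; Controls: DMSO-only wells and no-enzyme negative control.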
# hIAP act: increases human intestinal alkaline phosphatase activity | P09923 | purified human IAP, CDP-Star luminescence, 30 min; stronger effect = higher value; 1 = vehicle-only enzyme, 0 = enzyme-free background | activation factor at 10 µM | 330,000 compounds, 0.16% hits | AID 2524;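 active means activation factor of the enzyme at least 2-fold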; further: the source names both 10 and 20 µM as test concentration; values of inactives mirror those of a sister screen read the other way
# NALP3 yeast inh: NALP3 inhibition in yeast; inhibition, % at 10 µM; Yeast reconstituted NLRP3/ASC/caspase-1, beta-gal luminescence, 24 h; 330,000 compounds, 0.39% hits;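 active means inhibition of 50% or more; inactive means inhibition below 50%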;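 further: plate controls were induced DMSO wells for no effect and uninduced yeast grown without galactose for full effect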
# A3A deaminase: blocks human APOBEC3A ssDNA deamination. P31941. recombinant A3A, FAM/TAMRA ssDNA deamination fluorescence. inhibition, % at 20 µM. 330,000 compounds, 0.41% hits. AID 493011;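 active means at least 40% inhibition at 20 µM here, with at most 30% in a related deaminase screen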;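 further: plate controls were A3A with DMSO for no effect and wells lacking A3A enzyme for full effect; some results filed as inactive read as strong as hits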
# SENP1 FRET inh: inhibitors of human SENP1 SUMO protease catalytic domain. inhibition, % at 10 µM. Q9P0U3. 360,000 compounds, 0.21% hits. recombinant SENP1 catalytic domain, CyPet-SUMO1-YPet FRET cleavage;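 active means inhibition at least 30% at 10 µM, raw YFP signal under a set limit, fluorescence ratio 0.5 to 1.5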;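 further: 0% = enzyme with DMSO and 100% = no enzyme wells; some results filed as inactive read as strong as hits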
#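 Controls: no-enzyme wells low, DMSO-plus-enzyme wells high control. Test system: human recombinant His6-tagged SENP1 catalytic domain enzyme. Reagent: SFCypet-SUMO1-SFYpet FRET protein substrate, 25 nM final. Doses: one dose per compound, 10 µM, 0.5% DMSO. Detection: FRET, CFP and YFP emission. Timing: 50 min reaction at room temperature.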
# MIN6 prolif: MIN6 beta-cell proliferation induction | MIN6 cells proliferation, ATPlite luminescence, 48 h; cells starved in 0.2% serum; 100% = growth in 10% serum | proliferation, % at 10 µM | 330,000 compounds, 0.29% hits;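 active means compounds whose signal lies at least 3.5 SD above the mean of all wells on their plate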;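 further: 0% = DMSO-treated cells in low-serum medium and 100% = 10% serum control; some compounds called inactive have numbers as strong as hits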
# mIAP block: mouse IAP inhibition; purified mouse IAP, CDP-Star luminescence, 30 min; 330,000 compounds, 0.2% hits; AID 2806; inhibition, % at 10 µM;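 active means inhibition of at least 40% at 10 µM in the primary screen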;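 further: plate controls were DMSO with enzyme for no effect and no enzyme wells for full effect; values of inactives mirror those of a sister screen read the other way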
# * = called active by the depositor; · = no result given. This is a subset (hit frequency here may not be typical).
SMILES,hIAP inh,APOBEC3G inh,mIAP activ,hIAP act,NALP3 yeast inh,A3A deaminase,SENP1 FRET inh,MIN6 prolif,mIAP block
Cc1ccc(NC(=O)c2cc(S(=O)(=O)N3CCC4(CC3)OCCO4)ccc2F)cc1,14,-6,0.98,0.86,15,2,-1,-4,2
Cn1c(=O)cc(OCCCC(=O)Nc2cccnc2)c2ccccc21,12,-4,1.1,0.88,-7,-1,3,0,-6
O=C(O)CNC(=O)c1ccc(Oc2c(F)c(F)c(Oc3ccc(C(=O)NCC(=O)O)cc3)c(F)c2F)cc1,0,-2,0.98,1,9,0,1,3,2
CC1CCCN(S(=O)(=O)c2ccc(NC(=O)Cc3ccc(S(=O)(=O)N4CCOCC4)s3)cc2)C1 (stereo not given),-6,-10,0.96,1.1,18,23,3,-7,4
Cc1nn(-c2ccccc2)c2sc(C(=O)NC3CC3)cc12,0,2,1.3,1,30,1,0,5,-33
COCCC(=O)N1CCC(Oc2ccc(C(=O)N(C)Cc3cc(C)no3)cc2)CC1,0,-5,1,1,17,0,-1,-4,-2
Cc1cc(N2CCC(C(=O)Nc3ccc(F)cc3)CC2)nc(-c2ccccc2)n1,-3,2,1.3,1,46,18,2,-3,-30
COCCCNC(=O)c1ccccc1SC,-3,-1,0.95,1,0,-3,2,-2,5
Cc1[nH]c(=O)c(C(=O)/C=C/c2ccccc2)c2c1CCCC2,15,-9,0.92,0.85,28,-3,-21,-5,8
COc1cc(CNn2c(C)n[nH]c2=S)cc(Cl)c1OCc1ccc(F)cc1,-2,-5,1.1,1,24,-8,0,-1,-10
CS(=O)(=O)N(CC(=O)N1CCC(C(N)=O)CC1)c1ccc(Cl)c(C(F)(F)F)c1,0,1,1.1,1,15,8,0,-2,-14
CC1CC(=O)Nc2ccccc2N1C(=O)Cn1cnc2ccccc2c1=O (stereo not given),0,-6,0.97,1,12,-5,0,6,3
O=C(NCCCN1CCCC1=O)c1cccnc1,-11,-5,0.95,1.1,4,1,-1,1,4
CC[C@]12c3[nH]c4ccc(Cl)cc4c3CCN1C(=O)[C@@H](CC(=O)NCC13CC4CC(CC(C4)C1)C3)C[C@@H]2C(=O)N1CCN(C(=O)c2ccco2)CC1,·,1,1.1,·,·,3,-2,·,-11
O=C(O)CSc1nnc(Cc2ccccc2)n1Cc1ccccc1,22,-6,0.96,0.78,-3,0,-1,-1,4
NC(=O)c1cc([N+](=O)[O-])ccc1Nc1ccccc1,9,-6,0.81,0.91,28,-2,1,0,19
CCc1cccc(CC)c1N(COC)C(=O)Cn1c(C(C)O)nc2ccccc21 (stereo not given),-12,-4,1.1,1.1,8,0,1,-2,-10
CCOC(CC(=O)NNC(=O)c1c(-c2ccccc2Cl)noc1C)OCC,-10,-10,1,1.1,5,1,1,0,0
COc1ccc(C(=O)Nc2ccc(Cl)c(Cl)c2)c(OC)n1,-6,-8,0.98,1.1,10,-15,2,-1,2
Cn1c(SCC(=O)NCc2ccco2)nnc1-c1ccccc1,-21,-3,0.98,1.2,8,2,2,-3,2
N#CCCCc1cc2cc(F)ccc2cn1,0,-4,1,1,24,-1,1,0,-2
CSCCC(NC(=O)COc1ccccc1)C(=O)N1CCOCC1 (stereo not given),6,-4,1,0.94,13,-2,0,1,-1
CNC(=O)COC(=O)c1cc(-c2ccccc2)nn1-c1ccccc1,-13,-3,1.1,1.1,8,-4,4,0,-12
COc1ccc(-n2nc(C(=O)NCC(=O)N3CCN(c4ccccc4)CC3)c3ccccc3c2=O)cc1OC,21,-3,0.95,0.79,23,1,3,-3,5
Cc1ccc(OCCNC(=O)CCNC(=O)c2ccc(Cl)cc2)cc1,-4,1,0.97,1,17,2,3,-1,3
O=C(CCCCCCCCCCC(=O)NCc1cccnc1)NCc1cccnc1,4,-11,1.1,0.95,11,-2,0,-4,-10
O=C1OC(c2cccs2)=N/C1=C\c1ccc(-c2cccc(Cl)c2)o1,13,-2,0.89,0.87,6,1,-15,-5,11
COc1ccc(CN2CCNC(=O)C2CC(=O)NC2CCCC2)cc1OC (stereo not given),13,-4,0.99,0.87,12,0,-7,0,1
O=C(NCCCN1CCCC1=O)C1CCN(S(=O)(=O)c2ccc(Cl)cc2)CC1,10,-4,0.99,0.9,6,-3,2,4,1
CCOC(=O)c1ccccc1NS(=O)(=O)c1cnn(CC)c1C,-10,-2,1,1.1,7,-3,2,8,-2
O=C(CCc1ccccc1Cl)Nc1ccc(S(=O)(=O)N2CCOCC2)cc1,-7,-4,1,1.1,9,0,-1,-1,0
CCCCOC(=O)c1ccc(NC(=O)c2ocnc2C)cc1,5,-6,0.94,0.95,24,-1,0,-3,6
CCNC(=O)COC(=O)c1cc(S(=O)(=O)N2CCCCC2)ccc1C,0,2,0.91,1,14,9,4,0,9
O=C(CN1CCCCC1)N1CCCc2c1c(=O)oc1ccc(OCc3ccccc3)cc21,0,-6,1,1,6,-4,-7,-5,-3
CCn1ccnc1CN1CCN(CC=C(C)C)C(CCO)C1 (stereo not given),-11,-5,0.98,1.1,7,0,1,0,2
Cc1ccc2nc(Cl)c(-c3ccccc3)cc2c1,-34,-6,1,1.3,-1,-2,-2,-2,0
COc1ccccc1/C=C/C(=O)NCC(=O)N/N=C/c1ccc2c(c1)OCO2,-15,-4,1,1.2,1,0,-1,-1,-4
CCN(CC)S(=O)(=O)c1ccc2c(c1)c(=O)c(C(=O)NCCCN(C)c1ccccc1)cn2C,-8,-2,0.98,1.1,-2,-2,2,-2,2
Cc1c(C(=O)Nc2ccc(F)cc2)oc2ccc(S(=O)(=O)N3CCC4(CC3)OCCO4)cc12,6,-7,0.87,0.94,11,-5,3,-2,13
NC(=O)c1oc2ccccc2c1NC(=O)c1ccc([N+](=O)[O-])o1,0,-10,0.97,1,5,-3,-1,-4,2
CSc1ccc(S(=O)(=O)N2CCC(C(=O)Nc3cccnc3)CC2)cc1,-6,-7,1,1.1,8,-1,-2,0,-3
CO/N=C(/CN1CCCCC1)c1ccc(Cl)cc1,-9,-11,0.97,1.1,19,-4,2,1,2
COc1ccccc1CN(C)C(=O)c1ccc2c(c1)NC(=O)CS2,2,-4,0.88,0.98,8,-1,2,0,12
COc1cccc(C(=O)N(c2ccc(OC)cc2OC)C2C=CS(=O)(=O)C2)c1 (stereo not given),7,-3,0.89,0.93,-4,1,1,-2,12
Cc1ccc(N2CC(NC(=O)C(=O)c3c(C)[nH]c4ccccc34)CC2=O)cc1 (stereo not given),-5,-4,0.94,1.1,12,0,1,-2,6
COC(=O)c1ccccc1NC(=O)c1ccccc1NS(C)(=O)=O,-11,-4,0.95,1.1,11,-4,2,0,4
O=C(CCN1C(=O)/C(=C/c2cccs2)SC1=S)Nc1ccc(C(=O)O)cc1,4,2,1,0.96,22,2,3,0,-4
CC(NC(=O)OC(C)(C)C)C(=O)Oc1cc2oc(=O)cc(-c3ccccc3)c2cc1Cl (stereo not given),-5,0,1.2,1,-23,-1,-24,5.9*,-21
CCCCC[C@H]1CN(C2CCCCC2)C(=O)[C@@H]1CC(=O)NCc1ccc(OC)cc1,8,-11,1.3,0.92,12,-2,0,-2,-31
CC(C)(C)S(=O)(=O)Cc1nc(-c2ccc(Cl)c(Cl)c2)cs1,-2,67*,0.92,1,26,7,2,-1,8
COc1ccccc1CCC(=O)NNC(=O)c1ccncc1,4,-4,1,0.96,-1,-1,0,6,0
COc1ccc(-c2cc(C3CCN(c4cc(Cl)nc(N)n4)CC3)[nH]n2)cc1,-24,-2,1,1.2,15,-2,-1,-6,-1
CC(Oc1ccccc1Cl)C(=O)N1CCCN(C)CC1 (stereo not given),-8,-1,1,1.1,16,2,4,-4,-2
CCOc1ccc(NC(=O)C2CCN(S(=O)(=O)c3ccc4c(c3)NC(=O)C(C)S4)CC2)cc1 (stereo not given),-37,-3,1.4,1.4,13,-2,-1,-4,-44
Cc1ccc2nc(NC(=O)COC(=O)c3ccccn3)sc2c1,-10,-8,0.72,1.1,-11,-3,-2,0,28
Cn1cccc1CC(=O)NNC(=O)Nc1ccc(Cl)cc1,11,-7,1,0.89,-5,-4,1,7,-3
COc1ccc(N(CC(=O)NCCSc2ccccn2)S(=O)(=O)c2ccc(C)cc2)cc1OC,-2,-1,1,1,7,-2,1,4,-4
Cc1nc(=O)c(-c2ccccc2)c(C)n1-c1ccc(C(=O)O)cc1,-8,2,1.1,1.1,0,2,4,0,-8
COc1ccccc1CCNC(=O)c1cnn2c(C(F)F)cc(C)nc12,16,-6,0.89,0.84,9,-4,3,3,11
Cn1c(NC(=O)c2cccc(C(F)(F)F)c2)cc(=O)n(C)c1=O,16,-8,0.93,0.84,14,-2,4,1,8

# Filtered by structure: the compounds so far with fluorine
SMILES,hIAP inh,APOBEC3G inh,mIAP activ,hIAP act,NALP3 yeast inh,A3A deaminase,SENP1 FRET inh,MIN6 prolif,mIAP block
Cc1ccc(NC(=O)c2cc(S(=O)(=O)N3CCC4(CC3)OCCO4)ccc2F)cc1,14,-6,0.98,0.86,15,2,-1,-4,2
O=C(O)CNC(=O)c1ccc(Oc2c(F)c(F)c(Oc3ccc(C(=O)NCC(=O)O)cc3)c(F)c2F)cc1,0,-2,0.98,1,9,0,1,3,2
Cc1cc(N2CCC(C(=O)Nc3ccc(F)cc3)CC2)nc(-c2ccccc2)n1,-3,2,1.3,1,46,18,2,-3,-30
COc1cc(CNn2c(C)n[nH]c2=S)cc(Cl)c1OCc1ccc(F)cc1,-2,-5,1.1,1,24,-8,0,-1,-10
CS(=O)(=O)N(CC(=O)N1CCC(C(N)=O)CC1)c1ccc(Cl)c(C(F)(F)F)c1,0,1,1.1,1,15,8,0,-2,-14
N#CCCCc1cc2cc(F)ccc2cn1,0,-4,1,1,24,-1,1,0,-2
Cc1c(C(=O)Nc2ccc(F)cc2)oc2ccc(S(=O)(=O)N3CCC4(CC3)OCCO4)cc12,6,-7,0.87,0.94,11,-5,3,-2,13
COc1ccccc1CCNC(=O)c1cnn2c(C(F)F)cc(C)nc12,16,-6,0.89,0.84,9,-4,3,3,11
Cn1c(NC(=O)c2cccc(C(F)(F)F)c2)cc(=O)n(C)c1=O,16,-8,0.93,0.84,14,-2,4,1,8

# Screening data from PubChem.
